Nrf2 block: Nrf2 qHTS screen for inhibitors; A549 ARE-Fluc reporter, luciferase luminescence, 18-24 h; Potency, µM (highest dose often 46 µM), without a hit: top-dose activity change, negative = inhibition, hits mostly inhibitors; 2.1% of 360,000 active; AID 504444, 2011; further: potency means the concentration at half of the fitted maximal effect; on the % scale 0 is the no-effect control and ±100 the full control effect; nearly all actives have a fitted effect of over 60% in size
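A549 ARE_Fluc cells (5000/well, 5% FBS OPTI-MEM) pre-incubated 2 h, then treated with compounds 18-24 h at 37C/5% CO2 in concentration-response. CellTiter-Fluor viability read first; BugLite luciferase luminescence after 15 min at room temperature gives Nrf2 activity.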
HepG2 tox: qHTS for Inhibitors of TGF-b: Cytotox Counterscreen; HepG2 CAGA-GFP viability, ATP luminescence, 18 h; Potency, µM (doses to about 46.1 µM), for inactives: at the top dose activity change, negative = cytotoxicity, most hits filed as cytotoxic; 0.76% of 410,000 active; further: potency means the concentration at half of the fitted maximal effect; some results filed as inactive show a strong effect at the top dose
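HepG2 CAGA-GFP cells (1000/well, DMEM with 1% FBS) received compound, then TGF-beta at 500 pg/mL final, and were incubated 18 hours at 37 degrees C. Viability was read by CellTiter-Glo luminescence. Media-only wells were set as complete cell-killing and DMSO as no toxicity.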
ATXN2 expr inh: Primary qHTS for Inhibitors of ATXN expression. HEK-293 ATXN2-luciferase reporter, luminescence, 24 h. Potency, µM (highest dose often 57 µM), for the others: top-dose activity change, negative = inhibition, usual class: inhibitors. 0.72% of 360,000 active. AID 1745845, 2022; further: potency means the concentration at half of the fitted maximal effect; on the % scale 0 is the no-effect control and ±100 the full control effect; nearly all actives have a fitted effect of over 55% in size
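qHTS (up to 57 uM final) was run with 24 h compound exposure of reporter cells at 37 °C. Each well was multiplexed: SteadyGlo luminescence measured ATXN2-luciferase expression after a fluorogenic Gly-Phe-AFC viability readout (25 uM final).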
S2 tox: Viability Counterscreen for Primary qHTS for Inhibitors of ATXN expression. 0.49% of 400,000 active. Potency, µM (top dose mostly 56.7 µM), most hits filed as cytotoxic. S2 cells (HEK-293 line with an ATXN2-luciferase reporter) viability, CellTiter-Fluor protease fluorescence, 24 h; further: potency means the concentration at half of the fitted maximal effect; nearly all actives have a fitted effect of over 40% in size
Nrf2 ARE act: qHTS of Nrf2 Activators; AREc32 ARE-luciferase reporter (MCF7-derived line), luminescence, 24 h; Potency, µM (doses to about 46.1 µM), without a hit: top-dose activation, usual class: activators; 0.31% of 410,000 active; AID 624171, 2012; further: potency means the concentration at half of the fitted maximal effect; % of control where 0% means no effect; nearly all actives have a fitted effect of over 65% in size
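AREc32 cells carrying an ARE-driven firefly luciferase reporter were seeded at 1000 cells/well in OPTI-MEM with 5% FBS, then exposed to compound for 24 hr at 37 deg C. Luminescence was read with Steady-Glo after 30 min at RT.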
EPAC2 ag: qHTS for Agonist of cAMP-regulated guanine nucleotide exchange factor 4 (EPAC2): primary screen; Rap guanine nucleotide exchange factor 4 (Homo sapiens), Q8WZA2; AID 720711, 2013; 0.079% of 360,000 active; Potency, µM (top dose mostly 154 µM), inactives show at the top dose activation, hits mostly activators; EPAC2 activation, biochemical qHTS; response scale: 100% = 6.5 mM cAMP response; further: potency means the concentration at half of the fitted maximal effect; nearly all actives have a fitted effect of over 50% in size
Target sequence (Q8WZA2 whole entry, looked up): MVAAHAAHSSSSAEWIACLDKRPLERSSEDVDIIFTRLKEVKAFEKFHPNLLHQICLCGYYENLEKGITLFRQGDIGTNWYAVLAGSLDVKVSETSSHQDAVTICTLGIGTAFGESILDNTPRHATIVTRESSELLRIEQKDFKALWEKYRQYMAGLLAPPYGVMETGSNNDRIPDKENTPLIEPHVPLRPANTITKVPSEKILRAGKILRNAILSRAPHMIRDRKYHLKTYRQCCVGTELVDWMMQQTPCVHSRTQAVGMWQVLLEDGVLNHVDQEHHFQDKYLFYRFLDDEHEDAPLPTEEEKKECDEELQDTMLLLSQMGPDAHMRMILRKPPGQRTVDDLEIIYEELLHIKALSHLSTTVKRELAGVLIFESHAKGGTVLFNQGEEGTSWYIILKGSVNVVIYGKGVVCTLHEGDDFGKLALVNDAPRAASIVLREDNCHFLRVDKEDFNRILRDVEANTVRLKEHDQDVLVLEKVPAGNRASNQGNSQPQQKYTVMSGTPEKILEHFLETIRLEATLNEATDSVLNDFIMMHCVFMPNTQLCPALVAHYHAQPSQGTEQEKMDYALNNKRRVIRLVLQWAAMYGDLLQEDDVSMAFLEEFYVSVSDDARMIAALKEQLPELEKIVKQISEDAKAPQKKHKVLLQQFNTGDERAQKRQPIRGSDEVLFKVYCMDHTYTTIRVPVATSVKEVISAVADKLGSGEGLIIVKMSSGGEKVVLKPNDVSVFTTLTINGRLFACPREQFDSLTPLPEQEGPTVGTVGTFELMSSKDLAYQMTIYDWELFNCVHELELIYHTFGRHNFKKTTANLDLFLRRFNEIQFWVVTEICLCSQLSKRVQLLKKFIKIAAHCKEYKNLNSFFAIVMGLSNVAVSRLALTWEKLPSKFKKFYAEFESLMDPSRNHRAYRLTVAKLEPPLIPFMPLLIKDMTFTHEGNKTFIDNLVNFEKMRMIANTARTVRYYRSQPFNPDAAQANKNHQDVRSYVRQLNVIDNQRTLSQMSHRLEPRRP
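Readout is BODIPY fluorescence (480 nm excitation, 540 nm emission), which falls as labeled GDP is exchanged off Rap1B. EPAC2 at 100 nM acted on 250 nM RAP1B-BODIPY-GDP with 50 uM GDP present.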
IL-2 act: qHTS of IL-2 Activators; IL-2 activation reporter assay, cell-based qHTS; stimulated with anti-CD3/CD4/CD28 beads; in transgenic mouse T cells; activation, % (series mostly up to about 46 µM); 0.065% of 360,000 active; in the data active means activation above about 50%; inconclusive means mostly about 30% to 49%; further: 0% is about no effect
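Unstimulated transgenic mouse T cells, 750 per well, received compound and, after 60 minutes, anti-CD3/anti-CD4 bead plus anti-CD28 stimulation. EGFP and DsRed were quantified after 18 hours.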
A549 tox: Nrf2 qHTS screen for inhibitors: counterscreen for cytotoxicity; Potency, µM (highest dose often 46 µM), for inactives: at the highest dose activity change, negative = cytotoxicity, actives largely listed as inhibitors; A549 ARE-Fluc cells, CellTiter-Fluor viability, 18-24 h; 0.16% of 390,000 active; further: potency means the concentration at half of the fitted maximal effect; on the % scale 0 is the no-effect control and ±100 the full control effect
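A549 ARE-Fluc cells in 5% FBS OPTI-MEM, 5000 cells/well, rested 2 h then exposed to compounds in concentration-response for 18-24 h at 37 °C. Viability by CellTiter-Fluor fluorescence (Ex 405/Em 525) after 30 min; luciferase luminescence (BugLite, 15 min, RT) read afterwards.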
TGFb inhibitor: qHTS for Inhibitors of TGF-b | AID 588855, 2011 | 1.2% of 410,000 active | HepG2 CAGA-GFP TGF-b/SMAD3 reporter, GFP fluorescence, 18 h; TGF-beta stimulated, 500 pg/mL final | Potency, µM (doses to about 46.1 µM), without a hit: top-dose activity, negative = inhibition, usual class: inhibitors; further: potency means the concentration at half of the fitted maximal effect; on the % scale 0 is the no-effect control and ±100 the full control effect; nearly all actives have a fitted effect of over 65% in size
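Per well, imaged GFP fluorescence of HEPG2 CAGA-GFP cells gives the signal; cells get compound, then TGF-beta (500 pg/mL final), 18 h at 37 degrees C; %Activity versus -TGF-beta and +DMSO controls.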
An asterisk follows results filed as active; i = inactive; ? = inconclusive; . = no result given; [ ] = another dose, or the depositor's remark. Unless noted, the call rests on the fitted dose curve; in most records, active means well fitted curve in the direction sought with a large enough effect; inconclusive means small, poorly fitted or top-dose-only effect, or another doubt; inactive means no such curve, though single readings can be large; an effect the other way counts as inactive or inconclusive. An excerpt; the hit share may differ from the screen's.

SMILES	Nrf2 block	HepG2 tox	ATXN2 expr inh	S2 tox	Nrf2 ARE act	EPAC2 ag	IL-2 act	A549 tox	TGFb inhibitor
Cc1ccc(CN(Cc2ccccc2)C(=S)NCC(=O)N2CCC3(CC2)OCCO3)o1	-16%	-5%	-15%	i	0.1%	3%	-0.4	1%	?
CCc1ccc(CNC(=O)C2CCN(C(=O)c3ccc(-n4c(C)cc5ccccc54)s3)CC2)cc1	18µM*	-27%	.	.	-0.3%	.	.	-29%	?
COc1ccc(CNC(=O)c2ccc(C(C)C)cc2)cc1	?	-13%	.	i	7.2%	9%	0.3	1%	-15%
CN1CN=C(N[N+](=O)[O-])N(Cc2ccco2)C1	11%	4%	7%	i	0.0%	8%	-0.4	-1%	-9%
Cc1ccc2cc(CNCCc3ccccc3C)c(=O)[nH]c2c1	-6%	-28%	-33%	i	0.7%	6%	-0.1	7%	-25%
O=[N+]([O-])c1oc2ccc3ccccc3c2c1CCO	18µM*	4%	?	?	7.2%	-1%	-3.7	?	4.5µM*
CCOC(=O)c1c(C)[nH]c(C)c1S(=O)(=O)N1CCC(C(=O)N2CCN(c3cccc(Cl)c3)CC2)CC1	.	-4%	5%	i	0.3%	.	.	-2%	?
CC(C)Oc1ccc(C(=O)Nc2ccc3c(c2)CCCN3C(=O)c2cccs2)cc1	.	-27%	?	?	-0.8%	.	.	-18%	-12%
CCCC/C(=N/O)c1c(C)[nH]c2ccccc12	-13%	0%	0%	i	0.3%	16%	1.6	1%	-4%
CC(C)c1ccc(NC(=O)Cn2c(=O)oc3cc(S(=O)(=O)N4CCCC4)ccc32)cc1	21µM*	-17%	-37%	i	-1.2%	.	.	-11%	-15%
CC(=O)[C@H]1CC[C@H]2[C@@H]3CC=C4C[C@@H](OS(=O)(=O)O)CC[C@]4(C)[C@H]3CC[C@]12C	-9%	-2%	4%	i	-0.6%	11%	-0.6	-4%	38%[activator]
c1ccc2c(CCNC3CCCCC3)c[nH]c2c1	1%	-11%	-21%	i	2.3%	10%	0.9	0%	0%
CC1CCN(c2nc(-c3ccc(F)cc3)cc(C(F)(F)F)n2)CC1	16%	-3%	-16%	i	0.0%	2%	-2.0	1%	7%
COc1ccc(C(c2nnnn2C2CCCCC2)N2CCC3(CC2)C(=O)NCN3c2ccccc2)cc1 (stereo not given)	.	-44%	?	?	0.2%	20%	-0.5	.	?
O=C(/C=C/c1ccc(F)cc1)NC(=S)N1C[C@H]2C[C@H](C1)c1cccc(=O)n1C2	-5%	-4%	-6%	i	0.6%	6%	0.8	12%	11%
C[C@H](CO)N1C[C@H](C)[C@@H](CN(C)S(=O)(=O)c2cccs2)Oc2ccc(NC(=O)Nc3ccc(C(F)(F)F)cc3)cc2C1=O	?	-19%	?	?	-0.5%	4%	0.2	-20%	?
C1CC2NCCC3NCCC(N1)N32 (stereo not given)	-6%	-1%	.	i	1.0%	8%	0.1	-6%	12%
COc1ccc(NC(=O)[C@@H](NC(=O)N2C[C@H]3C[C@@H](C2)c2cccc(=O)n2C3)C(C)C)cc1	13%	-1%	19%	i	-0.8%	5%	0.0	-7%	-4%
Clc1cc(Cl)cc(NC2=NCCS2)c1	-19%	10%	?	i	3.2%	11%	-4.8	3%	6%
COc1ccc(CCn2c(O)c(C=Nc3ccc(NC(C)=O)cc3)c(=O)[nH]c2=O)cc1OC	12%	3%	13%	i	-0.5%	-1%	-0.9	3%	8%
CCN1CCN(c2ccc(N)cc2)CC1	-7%	2%	-16%[11.3 µM]	i	0.3%	-4%	-0.8	-14%	-5%
COCCNC(=O)c1c(NC(=O)c2ccc(Br)o2)n(Cc2ccccc2)c2nc3ccccc3nc12	-9%	-8%	-18%	.	-0.4%	19%	1.8	0%	0%
CC1=C(C/C(C)=C/c2ccccc2)/C(=C/CO)[C@H](O)[C@](C)(O)C12CC2	-11%	-7%	-11%	i	0.2%	8%	-3.6	12%	-7%
CS(=O)(=O)c1ccc(C2=C(CNC(=O)c3cccs3)[C@H]3CC[C@@H](C2)N3Cc2ccco2)cc1	.	-19%	-9%	i	3.6%	12%	-2.3	.	-3%
CN1CCN(c2nc(N)c(Br)c(Cl)n2)CC1	-8%	-17%	.	i	3.5%	4%	-1.6	2%	19%
CN1CCC(OC(=O)c2ccccc2)CC1	1%	-4%	.	?	-1.2%	2%	-0.8	3%	-15%
C=CCn1c(O)c(C(C)=Nc2ccc3c(c2)CCC3)c(=O)[nH]c1=O	-17%	9%	-8%	i	1.3%	6%	-4.0	2%	19%
O=C1NC(=O)N(c2ccc(F)cc2)C(=O)/C1=C/c1ccsc1	11%	-12%	24%	i	5.1%	11%	1.0	4%	13%
O=P1(Oc2ccccc2)CC=CC(COC(c2ccccc2)(c2ccccc2)c2ccccc2)O1 (stereo not given)	?	-19%	.	.	.	.	.	?	16µM*
O=C(Nc1ccccc1)N1Cc2ccccc2-n2nncc2C1	5%	-4%	9%	i	-0.1%	10%	-0.5	-1%	-17%
COC(=O)C1=C(c2cccc(OCc3ccccc3)c2)C[C@@H]2CC[C@H]1N2C(=O)NCc1ccc(Cl)cc1	23µM*	0%	-16%	i	-1.1%	7%	-3.7	-13%	-13%
CCOc1cc(-c2nc3c(C)cccn3c2NCC2CCCO2)ccc1O (stereo not given)	-3%	-12%	-10%	i	19%	0%	-0.2	-4%	-6%
COc1ccccc1NC(=O)COC(=O)c1cn(C)c2ccccc12	-19%	-15%	-24%	i	0.6%	1%	-4.6	-2%	5%
Cc1ccc(-c2nc3ccccc3c(=O)n2-c2cc(C)ccn2)cc1	?	-7%	7%	?	0.0%	2%	-3.1	-10%	-7%
O=c1[nH]c(=O)n(CCC2=CCCCC2)c(O)c1/C=N/Nc1ccccc1	23µM*	-5%	-1%	i	0.0%	-14%	2.9	-13%	-6%
COc1cc(OC)c(OC)cc1CNCCc1cccc(F)c1	8%	-31%	.	i	-0.2%	12%	0.2	2%	-8%

Just TGFb inhibitor, ATXN2 expr inh and EPAC2 ag, for some of the entries so far:
SMILES	TGFb inhibitor	ATXN2 expr inh	EPAC2 ag
Cc1ccc2cc(CNCCc3ccccc3C)c(=O)[nH]c2c1	-25%	-33%	6%
O=[N+]([O-])c1oc2ccc3ccccc3c2c1CCO	4.5µM*	?	-1%
CCOC(=O)c1c(C)[nH]c(C)c1S(=O)(=O)N1CCC(C(=O)N2CCN(c3cccc(Cl)c3)CC2)CC1	?	5%	.
CC(C)Oc1ccc(C(=O)Nc2ccc3c(c2)CCCN3C(=O)c2cccs2)cc1	-12%	?	.

Additional results.
SMILES	Nrf2 block	HepG2 tox	ATXN2 expr inh	S2 tox	Nrf2 ARE act	EPAC2 ag	IL-2 act	A549 tox	TGFb inhibitor
CC(C)CCn1c(=O)c(C(=O)NCc2ccco2)c(O)c2ccccc21	4%	-55%	-8%	i	1.0%	-4%	-0.3	1%	0%
COc1ccc(-n2c(-c3ccccc3Br)nc3ccccc3c2=O)cc1	-1%	-18%	1%	?	-0.6%	15%	0.1	?	0%
N#CC1c2ccccc2C=CN1C(=O)c1ccc(N(CCCl)CCCl)cc1 (stereo not given)	.	-7%	.	i	0.1%	9%	-3.3	.	-11%
S=c1[nH]nc(Cn2c(-c3ccccn3)nc3ccccc32)n1-c1ccc2c(c1)OCCO2	3%	-13%	14%	i	2.8%	9%	3.0	-3%	8%
Cn1c(N2CCNCC2)nc2ccccc21	-9%	-14%	-9%	i	0.1%	-7%	-0.2	-8%	8%
COC(=O)C1=C(c2c(C)noc2C)C[C@@H]2CC[C@H]1N2C(=O)NCCOc1ccccc1Cl	5%	0%	10%	i	0.7%	6%	0.2	-1%	4%
C[C@]12CCC(OC(=O)CCC(=O)O)CC1=CCC1C2CC[C@]2(C)C(=O)CCC12 (stereo not given in full)	-18%	-9%	8%	i	-0.2%	15%	0.2	6%	0%
Cn1c(CNC(=O)c2ccco2)nnc1SCC(=O)N1c2ccccc2Sc2ccccc21	.	4%	-22%	?	-0.2%	1%	-0.5	-1%	4%
CCCCC(=O)C1C(=O)NC(=O)NC1=O	5%	3%	10%	i	-0.3%	-1%	0.5	3%	-13%
CN1C(C(=O)NCc2cccc(C(F)(F)F)c2)CC2Cn3c(nc4cc5ccccc5cc43)C21 (stereo not given)	8%	-27%	-7%	?	-0.4%	6%	0.3	1%	?
O=C1NC(=O)N(Cc2ccccc2)C(=O)/C1=C/c1cnc(-c2ccccc2)nc1	1%	1%	17%	i	2.5%	6%	-2.5	-1%	58%[activator]
CNC(C(=O)c1ccccc1)C(OC)c1ccc(C)cc1 (stereo not given)	12%	2%	6%	i	0.1%	5%	-1.5	8%	-4%

Three successive entries out of the list so far:
SMILES	Nrf2 block	HepG2 tox	ATXN2 expr inh	S2 tox	Nrf2 ARE act	EPAC2 ag	IL-2 act	A549 tox	TGFb inhibitor
Cc1ccc(CN(Cc2ccccc2)C(=S)NCC(=O)N2CCC3(CC2)OCCO3)o1	-16%	-5%	-15%	i	0.1%	3%	-0.4	1%	?
CCc1ccc(CNC(=O)C2CCN(C(=O)c3ccc(-n4c(C)cc5ccccc54)s3)CC2)cc1	18µM*	-27%	.	.	-0.3%	.	.	-29%	?
COc1ccc(CNC(=O)c2ccc(C(C)C)cc2)cc1	?	-13%	.	i	7.2%	9%	0.3	1%	-15%

Screens (PubChem BioAssay)
